# RGS12 GoLoco inh: RGS12 GoLoco-Gai1 interaction inhibition | Gai1:RGS12 GoLoco peptide FP, rhodamine, 10 min | 230,000 tested, 0.44% active | Potency, µM (titrated, usually from 61.6 µM), inactives show at the top dose activity, negative = inhibition, hits mostly inhibitors | P63096 | AID 880; active = well fitted inhibition curve with a large enough effect, not every such curve was filed as active; inactive = no such curve, though single readings can be large or run the other way; note: % is set by controls: 0 for no effect and ±100 for the full control effect; nearly all actives have a fitted effect of over 30% in size; many of its hits are not listed in these tables
# GAA spleen mod: lysosomal alpha-glucosidase (human) modulation; P10253; human spleen homogenate, 4-MU-alpha-glucoside fluorescence; Potency, µM (doses to about 79.9 µM), inactives show at the top dose activity change, negative = inhibition, actives largely listed as inhibitors; 240,000 tested, 0.006% active;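 note: 0% = enzyme with vehicle and -100% = no enzyme basal signal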
#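 Compounds were titrated against alpha-glucosidase in spleen homogenate at pH 5.0, with 1 mM 4-methylumbelliferyl substrate for 40 min at 37 C. Reactions were quenched with pH 10 NaOH/glycine and fluorescence measured.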
# SMN2 splice enh: increases expression of the SMN2 splice variant; 210,000 tested, 2.8% active; Potency, µM (top dose mostly 46.1 µM), for inactives: at the top dose activity change, positive = activation, actives largely listed as activators; HEK293 SMN2-luciferase splicing reporter, luminescence, 30-36 h; AID 1458; note: % of control where 0% means no effect; nearly all actives have a fitted effect of over 55% in size
#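 HEK293 cells carry an SMN2 […]–luciferase reporter in which exon 7 inclusion puts luciferase in frame. Cells were plated 10-12 h before compound addition, then incubated 30-36 h at 37C. ONE-Glo luminescence was read; sodium butyrate at 4.5 mM final served as control.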
# ALDH1A1 inh: inhibitors of human aldehyde dehydrogenase 1A1; P00352; Purified ALDH1A1, NADH fluorescence, propionaldehyde substrate; Potency, µM (series often up to 75.3 µM), for inactives: at the highest dose activity, negative = inhibition, actives largely listed as inhibitors; 220,000 tested, 7.3% active; active = well fitted inhibition curve with a large enough effect, not every such curve was filed as active; inconclusive = small, poorly fitted or top-dose-only effect, or another doubt; inactive = no such curve, though single readings can be large or run the other way;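 note: plate controls were no enzyme wells and a reference inhibitor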
# Target sequence (P00352 whole entry, looked up): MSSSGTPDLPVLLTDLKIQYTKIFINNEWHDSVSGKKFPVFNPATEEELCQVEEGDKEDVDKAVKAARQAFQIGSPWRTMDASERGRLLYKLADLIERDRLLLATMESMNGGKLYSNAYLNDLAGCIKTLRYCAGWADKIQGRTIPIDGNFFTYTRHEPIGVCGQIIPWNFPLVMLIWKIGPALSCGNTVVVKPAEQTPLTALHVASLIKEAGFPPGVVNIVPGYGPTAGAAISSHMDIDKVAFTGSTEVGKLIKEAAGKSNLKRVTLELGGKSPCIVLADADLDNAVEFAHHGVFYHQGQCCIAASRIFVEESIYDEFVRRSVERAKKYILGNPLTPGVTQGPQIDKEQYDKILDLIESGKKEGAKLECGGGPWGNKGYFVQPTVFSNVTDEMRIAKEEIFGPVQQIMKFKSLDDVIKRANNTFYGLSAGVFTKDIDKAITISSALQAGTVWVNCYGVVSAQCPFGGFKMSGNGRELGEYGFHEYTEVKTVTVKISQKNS
# GAA glycogen mod: inhibitors or activators of human alpha-glucosidase glycogen cleavage. P10253. recombinant GAA, glycogen substrate, Amplex Red glucose oxidase fluorescence. Potency, µM (titrated, usually from 76.4 µM), for inactives: at the highest dose activity change, negative = inhibition, hits mostly inhibitors. 300,000 tested, 0.38% active. AID 2100;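 note: 0% = full enzyme reaction and -100% = no-enzyme basal signal; the screen sought inhibitors and activators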
#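 Natural-substrate format: glycogen cleavage by 4 nM human enzyme, glucose read by Amplex Red coupling (Ex 573, Em 610 nm). Normalized to enzyme and no-enzyme controls.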
# JMJD2E inh: blocks human JMJD2E demethylase activity. JMJD2E catalytic domain, FDH-coupled NADH fluorescence (FDH is formaldehyde dehydrogenase). Potency, µM (top dose mostly 57.1 µM), inactives show top-dose activity change, negative = inhibition, hits mostly inhibitors. 230,000 tested, 1.6% active. AID 2147; active = well fitted inhibition curve with a large enough effect, not every such curve was filed as active; inconclusive = small, poorly fitted or top-dose-only effect, or another doubt; inactive = no such curve, though single readings can be large or run the other way;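 note: 0% = wells with enzyme and -100% = buffer wells without enzyme; nearly all actives have a fitted effect of over 50% in size; many of its hits are not listed in these tables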
# Target sequence (B2RXH2 1-337 limits assumed): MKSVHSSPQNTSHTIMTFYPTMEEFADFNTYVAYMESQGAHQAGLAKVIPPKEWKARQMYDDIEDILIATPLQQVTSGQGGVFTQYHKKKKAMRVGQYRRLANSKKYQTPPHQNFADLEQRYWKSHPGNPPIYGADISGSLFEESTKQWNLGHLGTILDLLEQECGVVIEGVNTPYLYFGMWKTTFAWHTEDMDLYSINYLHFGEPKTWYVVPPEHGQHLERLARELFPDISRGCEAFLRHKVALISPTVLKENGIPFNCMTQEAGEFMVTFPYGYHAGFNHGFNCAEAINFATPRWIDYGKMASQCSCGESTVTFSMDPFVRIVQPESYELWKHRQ
# GLA spleen mod: inhibits or activates alpha-galactosidase in human spleen homogenate. P06280. human spleen homogenate, 4MU-alpha-Gal fluorescence, 40 min. Potency, µM (highest dose often 80 µM), inactives show at the highest dose activity change, negative = inhibition, hits mostly inhibitors. 240,000 tested, 0.008% active. AID 2107;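 note: 0% = enzyme with vehicle and -100% = no enzyme basal signal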
#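 Spleen homogenate 1 ug + cpd (titration) + 4-MU-alpha-D-galactopyranoside 1 mM; 37C 40 min; 50 mM citrate/phosphate pH 5.0, 0.01% Tween-20; stop pH 10; fluorescence 365/440; AC50 via Hill.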
# GAA inh: alpha-glucosidase (human) inhibition; P10253; Potency, µM (titrated, usually from 76.9 µM), inactives show top-dose activity change, negative = inhibition, most hits filed as inhibitors; AID 1466; 200,000 tested, 0.005% active; purified human GAA, 4-MU-alpha-glucoside fluorescence;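 note: plate controls were uninhibited enzyme wells for no effect and no-enzyme background for full effect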
#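 Human enzyme at 4 nM with 400 uM 4-methylumbelliferyl-alpha-D-pyranoside, citrate/phosphate buffer pH 5.0, 0.005% Tween-20, 20 min at room temperature. Compounds up to 77 uM. 4-MU fluorescence (Ex 365/Em 440) read after NaOH/glycine stop; AC50 from Hill fit.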
# Starred values were filed as active, the others as inactive; ? = inconclusive; nt = not tested or not shown; & = joins results of further samples; [ ] = remark or other dose. Unless noted, calls come from the whole dose curve; as a rule, active = well fitted curve in the direction sought with a large enough effect; inconclusive = small, poorly fitted or top-dose-only effect, or another doubt; inactive = no such curve, though single readings can be large; an effect the other way counts as inactive or inconclusive. Potency is the fitted concentration of half-maximal effect. The list is partial. The share of hits here may be higher or lower than overall.
SMILES,RGS12 GoLoco inh,GAA spleen mod,SMN2 splice enh,ALDH1A1 inh,GAA glycogen mod,JMJD2E inh,GLA spleen mod,GAA inh
Cc1ccc(/C=C2\C(=O)NC(=O)N(CCc3ccc(F)cc3)C2=O)s1,125%[activator],-2%,-15%,1.6µM*,1%,5%,2%,4%
Cc1cc(/C=C2\C(=O)NC(=O)N(Cc3ccco3)C2=O)c(C)n1-c1ccc(O)cc1,118%[activator],12%,nt,?,-15%,0%,13%,1%
Cn1c(O)c(C=Nc2ccc3c(c2)CCC3)c(=O)n(C)c1=O,2%,3%,-17%,?,-11%,0%,6%,-3%
COc1ccccc1CNCc1cc(OC)c(OC)cc1OC,-3%,-8%,-11%,?,2%,?,-3%,-3%
Cc1csc(=N)n1Cc1ccccc1,5%,-5%,8%,-3%,1%,8%,-6%,5%
NS(=O)(=O)c1cccc(N2CCNCC2)c1,4%,-1%,nt,-9%,-7%,-6%,1%,-2%
CCOC(=O)C1=C(N)Oc2ccccc2C12C(=O)N(CC(=O)OC)C(CC(=O)OC)=C2C(=O)OC (stereo not given),-6%,-1%,4%,1.3µM*,-7%,-3%,3%,2%
N[C@H](CCP(=O)(O)O)C(=O)O,-3%&-10%,-7%&1%,nt,1%&-3%,nt,-4%&5%,-23%&-12%,nt
COc1ccc(CN2C(=O)NC(=O)/C(=C/c3ccc([N+](=O)[O-])s3)C2=O)cc1,41%[activator],-10%,nt,4µM*,-26%,25µM*,-16%,9%
O=C1NC(=O)N(C2CCCCC2)C(=O)C1C1c2ccccc2C(=O)N1Cc1ccccc1 (stereo not given),4%,2%,-6%,-2%,0%,-3%,-2%,-8%
CC(C)Oc1ccc(C2(C#N)CC[N+](C)(C)CC2)cc1,3%,0%,1%[1.84 µM],1%,11%,-3%,-3%,-1%
COc1cccc(NC(=O)N2CCC3(CC2)OCCO3)c1,4%,1%,?,4%,1%,0%,0%,10%
CCC(Sc1ccccc1)C(=O)OC1CC2CCC(C1)N2C (stereo not given),-2%,6%,-18%,?,nt,nt,-6%,nt
Fc1ccc(CCNCc2ccccc2Cl)cc1,10%,-2%,8%,-1%,-2%,3%,-1%,-4%
Cc1ccc(CN2C(=O)CN=C(c3ccccc3)c3ccccc32)cc1,3%,-3%,-15%,-10%,3%,-5%,-1%,-2%
CCCC/C(=N\O)c1c[nH]c2ccccc12,8%,-2%,26%,4%,-8%,-4%,2%,-5%
Cc1cccc(C2=NCC(=O)N(CC(=O)NCc3ccco3)c3sc4c(c32)CCCC4)c1,36%[activator],1%,nt,20µM*,-8%,-2%,7%,-1%
CCOC(=O)c1c(C)n(COCCO)c2ccc(O)cc12,-1%,-5%,1%,2%,-17%,-22%,-11%,2%
Cn1c(O)c(C=Nc2ccccc2-c2ccccc2)c(=O)n(C)c1=O,4%,-2%,nt,nt,-6%,-16%,8%,nt
COC(=O)C12C/C=C\Cc3ccccc3[C@@H]1CNC2=O (stereo not given in full),2%,2%,5%,-7%,nt,-8%,4%,nt
COc1ccc(CC2C(=O)N(c3ccccc3)C(=O)N(c3ccccc3)C2=O)c(OC)c1,14%,1%,3%,-6%,18%,-3%,-1%,1%
O=C(c1cc2c(s1)CCCC2)N1CCC2(CC1)OCCO2,8%,-6%,21%,11µM*,5%,-2%,-5%,-3%
CCCCC[C@@H](/C=C/C=C\C/C=C\C/C=C\CCCC(=O)O)OO,4%&0%,-6%&4%,-7%&2%,1%&-1%,nt,3%,1%&-1%,nt
CC(=O)N1CCN(CC(=O)Nc2ccc(C#N)c(Cl)c2)CC1,3%,4%,-3%,1%,3%,10%,5%,-21%
COc1ccc(C=O)cc1,11%,3%,17%,7.9µM*,nt,nt,5%,nt
CSC1=NC(C)(C)CC2(C)Nc3ccccc3N12 (stereo not given),-11%,-2%,-4%,12%,?,5%,-1%,3%
CC(C)n1nnnc1CN1CCN(C)CC1,-1%,-5%,-3%,-7%,9%,5%,-2%,-6%
O=C(Cc1ccccc1)N1CCN(Cc2c[nH]c3ccccc23)CC1,-14%,6%,-48%[inhibitor],25µM*,-19%,-17%,7%,9%
C=CCn1c(O)c(C(C)=NCc2cc(OC)cc(OC)c2)c(=O)[nH]c1=O,6%,4%,-39%[inhibitor],?,6%,-2%,9%,-1%
CCn1c(O)c(C=NCCN2CCOCC2)c(=O)n(CC)c1=S,7%,6%,nt,nt,5%,-2%,-2%,nt

# Laid out differently: entries from further up
smiles: CSC1=NC(C)(C)CC2(C)Nc3ccccc3N12 (stereo not given)
  RGS12 GoLoco inh = -11%
  GAA spleen mod = -2%
  SMN2 splice enh = -4%
  ALDH1A1 inh = 12%
  GAA glycogen mod = ?
  JMJD2E inh = 5%
  GLA spleen mod = -1%
  GAA inh = 3%

smiles: COC(=O)C12C/C=C\Cc3ccccc3[C@@H]1CNC2=O (stereo not given in full)
  RGS12 GoLoco inh = 2%
  GAA spleen mod = 2%
  SMN2 splice enh = 5%
  ALDH1A1 inh = -7%
  GAA glycogen mod = nt
  JMJD2E inh = -8%
  GLA spleen mod = 4%
  GAA inh = nt

# Following part.
SMILES,RGS12 GoLoco inh,GAA spleen mod,SMN2 splice enh,ALDH1A1 inh,GAA glycogen mod,JMJD2E inh,GLA spleen mod,GAA inh
Cc1ccc(N2C(=O)NC(=O)/C(=C\c3cnc(-c4ccccc4)nc3)C2=O)cc1,102%[activator],-1%,6%,8.9µM*,0%,3.2µM*,-12%,6%
CC(C)(c1ccc(OCC2CO2)cc1)c1ccc(OCC2CO2)cc1 (stereo not given),-4%&1%&2%,0%&-1%&-13%,-11%&-10%,?,nt,nt,11%&9%&13%,nt
CC(=NCc1cccnc1)c1c(O)n(-c2ccc(C)cc2)c(=O)[nH]c1=O,nt,4%,nt,-9%,-6%,3%,4%,-2%
Cn1cc(C(=O)N2CCCCC2)c2ccccc21,6%,3%,22%,2%,6%,-9%,5%,-6%
CC(=O)Nc1ccc(OCCF)cc1,5%,nt,24%,18%,1%,14%,11%,2%
COc1cc(C(=O)N/N=C/C23CC[C@@H](O)CC2(O)CC[C@@H]2[C@@H]3CCC3(C)C(C4=CC(=O)OC4)CCC23O)ccc1O (stereo not given in full),1%,5%,nt,nt,-2%,0%,8%,nt
Cn1c(O)c(/C=C/C=Nc2ccccc2)c(=O)n(C)c1=S,nt,-2%,nt,13µM*,12%,4%,-2%,-6%
CCC(=NCC1CCCO1)c1c(O)n(-c2ccccc2C)c(=O)[nH]c1=O (stereo not given),-7%,1%,nt,0%,14%,-22%,3%,-6%[15.4 µM]
CCOC(=O)c1c(N)n(Cc2ccco2)c2nc3ccccc3nc12,41%[activator],?,1%,?,-6%,?,?,?
O=c1c2cc(N3CCOCC3)ccc2[nH]c(=S)n1Cc1ccc(Cl)cc1,-10%,1%,0%,?,-1%,?,7%,-2%
Oc1ccc2c3c1O[C@H]1c4c(c5ccccc5n4Cc4ccccc4)C[C@@]4(O)C(C2)N(CC2CC2)CC[C@]314,8%,-1%,-30%,5%,nt,nt,-3%,nt
O=c1cccc2n1CC1CC2CN(c2ncnc3c2cnn3-c2ccccc2)C1 (stereo not given),-6%,0%,-2%,1%,9%,-9%,3%,-2%[15.4 µM]
CN(C)C(=O)Oc1ccc(OCc2n(C)c3ccccc3[n+]2C)cc1,-2%,8%,-9%,10%,-9%,7%,-1%,2%
CCCOC(=O)C1C2c3ccccc3C(c3ccccc32)C1C(=O)O (stereo not given),8%,11%,2%,-3%,-10%,7%,7%,9%
CC1(C)C2CC=C(CN3CCOCC3)C1C2 (stereo not given),-2%,-12%,3%,8%,-1%,10%,-1%,-1%
Cc1cc(C(=O)Nc2ccccc2)nn1C(C)(C)C,-1%,0%,nt,nt,2%,2%,3%,nt
CCOC(=O)c1c(C)n(Cc2ccccc2)c2ccc(OCC(O)Cn3nc(C)nc3C)cc12 (stereo not given),10%,-14%,-3%,1%,0%,?,3%,-12%
CC[N+](C)(CC)CCCCOc1ccc2c(c1)C(=O)c1cc(OCCCC[N+](C)(CC)CC)ccc1-2,11µM*,-2%,nt,nt,-2%,-18%,-3%,nt
O=C(CCC(=O)N1CCC2(CC1)OCCO2)Nc1nnc(C2CCCCC2)s1,-10%,7%,nt,nt,6%,4%,2%,nt
CCN1C(=O)/C(=C/c2ccc3c(c2)CCN3CCCCl)C(=O)NC1=S,253%[activator],1%,-17%,0.2µM*,-23%,?,-1%,0%
CC(C)CNC(=O)c1c(N)n(Cc2ccc3c(c2)OCO3)c2nc3ccccc3nc12,-3%,-5%,-6%,?,8%,?,-1%,?
CC(C)NC(C)C,-1%,-4%,-2%,2%,nt,nt,8%,nt
C=CCn1c(O)c(C(CC)=Nc2ccc(N(C)C)cc2)c(=O)[nH]c1=O,-6%,-5%,nt,nt,11%,?,-5%,nt
CC12CC[C@H]3[C@@H](CCC4(O)C[C@H](O)CCC34/C=N/NC(=O)Cc3ccccc3)C1(O)CCC2C1=CC(=O)OC1 (stereo not given in full),6%,13%,nt,nt,-6%,-8%,-5%,-2%[15.4 µM]
COc1cccc(NP(=O)(Oc2ccccc2)Oc2ccccc2)c1,nt,-4%,nt,-7%,0%,-2%,-1%,-4%
C=CCn1c(O)c(/C(CC)=N/NC(=S)Nc2ccccc2)c(=O)[nH]c1=O,2%,3%,nt,18µM*,?,?,-3%,1%[15.4 µM]
CN1C(=O)C(=Cc2ccc(-c3cccc(Cl)c3)o2)C(=O)N(C)C1=O,22%,-25%,13%,?,-1%,-4%,9%,-4%
COc1ccc(C2N3CC(C)(C)CN23)cc1 (stereo not given),-1%,-3%,3%,-16%,-3%,-25%,0%,3%
CC(C)(C)c1ccc(CN2C(=O)CN=C(c3ccccc3)c3ccccc32)cc1,-3%,-17%,-24%,-1%,-10%,-8%,-4%,?
O=C(Cn1ncc2ccccc21)N1CCC2(CC1)OCCO2,6%,-1%,-5%,0%,4%,7%,5%,2%
COc1ccc(CCNCc2ccncc2)cc1,-5%,5%,32%,22µM*,0%,-6%,10%,5%
O=C1CS[C@@H](c2ccccc2Cl)c2cc(Cl)ccc2N1,4%,6%,nt,-9%,nt,7%,-9%,nt
